# From PubChem
# MITF inh = blocks human microphthalmia-associated transcription factor; O75030; AlphaScreen MITF homodimerization, bead proximity signal; inhibition, % at 2.6 µM; hit rate 0.91% among 650,000; AID 1259374; in the data active = inhibition above about 50%;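 also: 0% = vehicle wells with protein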
# Target sequence (O75030 whole entry, looked up): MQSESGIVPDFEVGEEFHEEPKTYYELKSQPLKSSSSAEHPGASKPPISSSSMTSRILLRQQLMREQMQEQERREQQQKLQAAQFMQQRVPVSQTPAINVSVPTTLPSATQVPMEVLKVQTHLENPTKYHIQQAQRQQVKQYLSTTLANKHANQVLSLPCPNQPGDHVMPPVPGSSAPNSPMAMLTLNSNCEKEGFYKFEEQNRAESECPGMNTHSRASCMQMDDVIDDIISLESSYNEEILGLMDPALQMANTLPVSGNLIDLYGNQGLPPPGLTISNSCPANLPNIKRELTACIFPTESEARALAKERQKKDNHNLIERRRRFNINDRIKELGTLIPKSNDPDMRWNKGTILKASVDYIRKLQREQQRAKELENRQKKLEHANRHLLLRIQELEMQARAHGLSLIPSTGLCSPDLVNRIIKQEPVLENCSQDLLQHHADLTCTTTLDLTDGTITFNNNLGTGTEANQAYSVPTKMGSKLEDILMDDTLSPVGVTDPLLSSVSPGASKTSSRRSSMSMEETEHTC
# GPR151 activ = activators of human GPR151. Q8TDV0. AID 1508602. activation, % at 11.2 µM. hit rate 1% among 650,000. PathHunter beta-arrestin GPR151 cells, luminescence; in the data active = activation above about 4.9%;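 also: 0% = median of compound wells and 100% = cells with positive control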
# Target sequence (Q8TDV0 whole entry, looked up): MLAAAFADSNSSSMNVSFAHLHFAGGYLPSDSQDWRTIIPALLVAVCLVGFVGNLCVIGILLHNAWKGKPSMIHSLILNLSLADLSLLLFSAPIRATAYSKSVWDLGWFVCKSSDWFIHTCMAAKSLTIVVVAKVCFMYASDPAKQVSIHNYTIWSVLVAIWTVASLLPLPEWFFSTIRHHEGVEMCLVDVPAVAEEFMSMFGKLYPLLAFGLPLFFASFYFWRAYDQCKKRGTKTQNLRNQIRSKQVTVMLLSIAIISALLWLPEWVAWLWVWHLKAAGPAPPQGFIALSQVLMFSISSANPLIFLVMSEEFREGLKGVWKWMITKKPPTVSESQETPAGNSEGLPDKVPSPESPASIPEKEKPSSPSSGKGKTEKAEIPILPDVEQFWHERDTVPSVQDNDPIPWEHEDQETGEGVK
# FBW7 activator = activators of human E3 ligase FBW7 | AlphaScreen FBW7–phospho-cyclin E peptide binding, activator screen | normalized activity (activation), % at 26.1 µM | hit rate 0.13% among 650,000 | AID 1259310; in the data active = normalized activity above about 1.9%;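 also: purified mutant Fbw7 with reduced substrate affinity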
# TEAD-YAP block = TEAD-YAP interaction inhibition; HEK-TIYL cells, TEAD-Gal4/YAP UAS-luciferase luminescence; AID 1259422; inhibition, % at 9.12 µM; hit rate 1.4% among 640,000; in the data active = inhibition above about 32%;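 also: 0% = median of test compound wells and 100% = reference inhibitor wells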
# An asterisk follows results filed as active.
# Second line of a record – MITF inh | GPR151 activ | FBW7 activator | TEAD-YAP block
Cc1ccc(NC(=O)Cn2cnc3sc(C(=O)Nc4ccc(Oc5ccc(Cl)cc5)cc4)c(C)c3c2=O)cc1Cl
  3 | 2.6 | 0.0 | -4
CCOc1ccc(/C=C/c2nc3ccccc3c(=O)o2)cc1
  -3 | -8.4 | 0.0 | 83*
CC(C)CCn1c(SCC(=O)Nc2nccs2)nc2ccsc2c1=O
  7 | 0.5 | 0.0 | -9
O=C1CC(n2nc(-c3ccccc3Cl)n(-c3ccccc3)c2=S)C2COC1O2 (stereo not drawn)
  3 | 2.6 | 0.0 | -10
COc1cc(/C=C2/NC(=O)NC2=O)cc(Br)c1OC(C)C
  -13 | -0.1 | -0.1 | -7
COc1ccc(CN2C(=O)c3nccnc3C2=O)cc1
  -1 | 3.2 | 0.0 | 1
COc1ccc(-n2c3c(cc(C(=O)Nc4cccc(C#N)c4)c2=O)C(=O)CCC3)cc1
  -7 | 0.2 | 0.0 | -11
Fc1ccc(-c2cccc3ccc(N4CCNCC4)nc23)cc1
  -1 | 1.0 | 0.1 | 12
CCOc1ccccc1CN1CCNC(=O)C1CC(=O)NCCCSC (stereo not drawn)
  -8 | 1.0 | 0.1 | -9
COCCn1nnnc1C(c1ccccc1OC)N1CCN(C2CCCCC2)CC1 (stereo not drawn)
  8 | -0.6 | 0.1 | 6
COc1ccc(CNC(=O)CN2C(=O)c3cccc4cccc(c34)C2=O)cc1
  9 | 3.1 | 1.2 | 0
c1ccc(-n2cnc3c(NCc4cccnc4)nc(N4CCOCC4)nc32)cc1
  -1 | 2.0 | -0.1 | 0
Cc1nc2ccccc2nc1OCc1ccc([N+](=O)[O-])cc1
  -3 | -1.4 | 0.2 | -16
COc1cccc(NC(=O)NC(=O)c2c(C)cc(Cl)nc2Cl)c1
  12 | -2.0 | 0.0 | -9
N#C/C(=C\Nc1cccc(F)c1)c1nc(-c2ccc3c(c2)OCO3)cs1
  4 | 2.7 | 0.5 | -3
COc1ccccc1CNC(=O)C1CCN(Cc2nc(-c3ccccc3C)oc2C)CC1
  8 | -0.2 | 0.0 | 15
O=C(CCc1nc2cccnc2n1Cc1ccccc1)N1CCCCC1
  -7 | -0.4 | 0.1 | -4
COc1cc(=O)n2c(c1C(=O)N1CCCC1)CCN(Cc1cc3ccccc3s1)CC2
  -2 | -0.8 | 0.3 | 3
Cc1ccc(-n2cc(C(=O)NCc3ccco3)c3ccccc3c2=O)cc1C
  5 | -1.4 | 0.5 | 7
COc1ccc(-c2noc(CN3CCCC(OCc4ccccn4)C3)n2)c(OC)c1OC (stereo not drawn)
  -6 | -0.3 | -0.1 | -9
COc1cc(C)c(C(C)C)cc1S(=O)(=O)n1nnc2ccccc21
  0 | -0.8 | 0.1 | 9
Cc1cc(OCC(=O)NC(C)C)cc(C)c1Cl
  4 | 0.0 | 0.2 | 0
O=c1oc2ccccc2n1CSc1ccc(F)cc1
  -5 | -0.8 | 0.1 | -53
CCOc1cc(C2C(C(=O)N3CCCCC3)=C(C)NC3=C2C(=O)CC(C)(C)C3)cc(Br)c1O (stereo not drawn)
  6 | -0.3 | -0.2 | 1
COC(=O)c1ccc(C(c2c(O)n(-c3ccc(OC)cc3)c(=O)[nH]c2=O)c2c(O)n(-c3ccc(OC)cc3)c(=O)[nH]c2=O)cc1
  -9 | -0.8 | -0.3 | -5
CNC(=O)c1ccccc1Nc1ccnc(Nc2ccccn2)c1
  5 | 0.0 | -1.0 | 76*
O=C(NCc1ccco1)C(=O)NCC(c1ccco1)N1CCOCC1 (stereo not drawn)
  7 | 2.3 | 0.0 | 2
O=C(CNc1cccc(Cl)c1)N/N=C/c1cc([N+](=O)[O-])ccc1O
  20 | 0.7 | -0.2 | 26
O=C(Nc1ccc(Oc2ccc(NC(=O)c3ccc(Br)cc3)cc2)cc1)c1ccc(Br)cc1
  8 | 1.7 | 0.0 | -10
Cc1ccccc1CNC(=O)c1ccccc1N(C)S(=O)(=O)c1ccccc1
  0 | -2.6 | 0.1 | 12

# Looked up above.
# COc1cc(C)c(C(C)C)cc1S(=O)(=O)n1nnc2ccccc21 in FBW7 activator shows 0.1
# Cc1ccc(-n2cc(C(=O)NCc3ccco3)c3ccccc3c2=O)cc1C in MITF inh shows 5

# (listing goes on)
# Second line of a record – MITF inh | GPR151 activ | FBW7 activator | TEAD-YAP block
CCC[C@@H]1NC(=O)[C@H]2CN(Cc3nc(-c4ccc(F)cc4)cs3)CCN2C1=O
  8 | -1.0 | 0.1 | 9
COc1cc(OC)c(C2C(C#N)=C(N)Oc3n[nH]c(-c4cc(OC)c(OC)c(OC)c4)c32)cc1OC (stereo not drawn)
  -13 | 2.5 | -0.1 | -7
O=C(/C=C/c1ccccc1)C1=C(O)C(=O)N(CCO)C1c1ccc([N+](=O)[O-])cc1 (stereo not drawn)
  11 | 0.0 | 0.1 | 4
Nc1nnc(SCC(=O)Nc2ccccc2-c2ccccc2)s1
  13 | 1.1 | -0.1 | -3
O=C(NCc1ccccc1Cl)c1cc(=O)nc2sc(-c3cccs3)nn12
  13 | 0.4 | 1.0 | 0
COC(=O)c1cn(NC(=O)c2cccc(OC)c2OC)c(=O)c2ccccc12
  2 | 0.0 | 0.0 | 3
O=C(NCCN1CCOCC1)c1ccc2c(=O)n(Cc3ccc4c(c3)OCO4)c(=S)[nH]c2c1
  6 | 0.1 | 0.1 | -11
CCC(=NC)C1=C(O)CC(c2ccccc2)CC1=O (stereo not drawn)
  -4 | 0.3 | -0.1 | -5
COC(=O)c1c(N2C(N)=C(C#N)C(c3ccccc3)C3=C2CCCC3=O)sc2c1CCCCC2 (stereo not drawn)
  37 | 0.2 | 0.0 | 11
CCC(NC(=O)Oc1ccc(-c2ccccc2)cc1)(C(F)(F)F)C(F)(F)F
  5 | -0.9 | -0.1 | -12
COc1ccccc1/C=N/NC(=O)CC#N
  -15 | -0.7 | 0.0 | 1
c1ccc(CSc2nnc(Cc3ccccn3)o2)cc1
  -4 | -0.1 | -0.3 | -30
Cc1ccc(S(=O)(=O)N2C(=O)CCC2C(=O)Nc2ccccc2-c2ccccc2)cc1 (stereo not drawn)
  5 | 1.1 | 0.1 | 9
CCC(=O)Nc1ccc(S(=O)(=O)c2ccc(NC(=O)CC)cc2)cc1
  -16 | -1.4 | 0.0 | -1
CCOC(=O)c1c(C)[nH]c(C(=O)OCC(=O)Nc2ccc(S(N)(=O)=O)cc2)c1C
  17 | -0.5 | 0.3 | 9

# Exported as labelled records: two of the compounds above.
CCC(=NC)C1=C(O)CC(c2ccccc2)CC1=O (stereo not drawn)
  MITF inh: -4
  GPR151 activ: 0.3
  FBW7 activator: -0.1
  TEAD-YAP block: -5
COC(=O)c1c(N2C(N)=C(C#N)C(c3ccccc3)C3=C2CCCC3=O)sc2c1CCCCC2 (stereo not drawn)
  MITF inh: 37
  GPR151 activ: 0.2
  FBW7 activator: 0.0
  TEAD-YAP block: 11

# (further entries)
SMILES,MITF inh,GPR151 activ,FBW7 activator,TEAD-YAP block
COC(=O)CN(c1ccc(I)cc1)S(C)(=O)=O,23,0.1,0.0,-1
Cc1nnc(SCC(=O)Nc2ccc([N+](=O)[O-])cn2)s1,-2,0.9,0.0,5
COCCN(C1CCN(CCc2ccccn2)CC1)S(=O)(=O)c1cccc(OC)c1,13,3.8,0.2,15
CC(=O)OCN1C(=O)N(COC(C)=O)C2C1N(COC(C)=O)C(=O)N2COC(C)=O (stereo not drawn),-11,0.3,0.0,0
Cc1nn(C(=O)C2CC2)c(C)c1Sc1ccccc1[N+](=O)[O-],-3,0.3,-0.1,0
O=C1C2C(C(=O)N1Cc1ccccc1)C1(c3ccccc3)C(=O)C2(c2ccccc2)C(c2ccccc2)=C1c1ccccc1 (stereo not drawn),6,-0.3,0.0,-6
O=C(NCCCN1CCN(c2ccc(F)cc2)CC1)NCc1noc2ccccc12,3,-2.6,-0.1,-3
O=C1CSC(c2cccc(Br)c2)N1c1ccc(F)cc1 (stereo not drawn),10,1.6,0.1,0
COC(=O)c1sc(N2C(=O)C(O)=C(C(=O)c3cccs3)C2c2cccc(Oc3ccccc3)c2)nc1C (stereo not drawn),13,-1.9,-0.1,-35
Cc1cc(N2CCC(C)CC2)nc2ccc(NC(=O)CCC(=O)N3CCCCC3C)cc12 (stereo not drawn),1,-0.5,0.0,0
Cc1cc(CN2CCCC(C(=O)Nc3ccccc3Oc3cccnc3)C2)oc1C (stereo not drawn),6,-0.6,0.0,-10
COc1ccc(C2CC(=O)NC3=C2C(=O)CC(c2ccc(OC)c(OC)c2)C3)cc1 (stereo not drawn),-13,0.0,0.1,1
COc1ccc(Cc2nnc(SCC(=O)Nc3ccccc3Cl)o2)cc1,2,-0.4,0.2,1
COCCNc1cc(C)nc2c(-c3ccc(C)cc3)c(C)nn12,-7,1.5,0.3,-6
O=C1N=c2ccc(Cl)cc2=C1c1sc(=O)n(-c2ccccc2)c1O,14,-0.2,0.0,12
CCOC(=O)C1=C(N)Oc2ccc3ccccc3c2C1c1ccc2c(c1)OCO2 (stereo not drawn),2,-1.6,-0.3,3
O=C(Nc1ccccc1Cl)c1ccc(F)c(S(=O)(=O)NCc2ccc3c(c2)OCO3)c1,-3,-1.0,-0.1,0
O=C(OCC(=O)N1CCCCCC1)c1ccc(Cl)nc1,7,2.8,-0.1,-3
Clc1ccccc1CN1CCN(/N=C\c2cccnc2)CC1,-7,-0.9,-0.3,-12
COc1cc(/C=C2N=C(/C=C/c3ccc(Cl)cc3Cl)OC/2=O)cc(Br)c1OC(C)=O,6,1.0,0.5,6
c1ccc2c(C3Nc4cccc5cccc(c45)N3)cccc2c1,10,0.7,0.2,-30
Cc1cc(C(=O)N2CCc3c([nH]c4ccccc34)C2c2ccccn2)nn1C (stereo not drawn),1,0.7,-0.1,4
Cc1nc2c(c(=O)[nH]1)CN(CC(=O)Nc1cccc(C(F)(F)F)c1)CC2,0,-0.3,0.2,-6
CCn1cccc(-c2nnc(SCC(=O)NC3CCCC3)n2C)c1=O,13,1.4,0.1,-8
COc1ccc(C2CC(C(F)(F)F)n3nc(C(=O)Nc4cccc(C)c4Cl)c(Cl)c3N2)cc1OC (stereo not drawn),5,-0.5,0.2,0
CN(NC(=O)Oc1ccccc1)c1ncc(C(F)(F)F)cc1Cl,-6,0.5,0.0,6
Cc1ccc2oc(=O)c3cc(C(=O)Nc4cc(C)on4)sc3c2c1,2,3.1,0.0,0
CCOc1ccc(-n2cc(C(=O)Nc3ccccc3F)c3cc(OC)c(OC)cc3c2=O)cc1,-3,-0.1,-0.1,2
Cc1cc(/C=N/NC(=O)c2ccccn2)c(C)n1-c1cccc([N+](=O)[O-])c1,17,-2.1,-0.1,-42
OCCN1CCOCCOCCN(CCO)CCOCC1,10,0.3,0.3,3
CCOC(=O)c1c(/N=c2\oc3cc(O)ccc3cc2C(=O)Nc2ccc(OC)cc2)sc2c1CCCC2,3,1.1,0.0,2
CS(=O)(=O)N(CC(=O)Nc1cccnc1)c1ccc2c(c1)OCCO2,-7,0.8,-0.2,-6
CCS(=O)(=O)NCCS(=O)(=O)N1CCN(c2ccccc2)CC1,-12,0.2,-0.1,0
Cc1cccc(NC(=O)CCCN2C(=O)c3cccc4cccc(c34)C2=O)n1,2,-0.3,0.0,3
CC(C)(C)c1ccc(C(=O)NCC(=O)OCC(=O)NC(=O)NC2CCCC2)cc1,4,0.9,0.1,0
Cc1ccnc(NC(c2ccc3cccnc3c2O)c2c(F)cccc2Cl)c1 (stereo not drawn),13,0.2,-0.8,35*

# 4 compounds drawn at random from those above:
SMILES,MITF inh,GPR151 activ,FBW7 activator,TEAD-YAP block
CCOC(=O)c1c(/N=c2\oc3cc(O)ccc3cc2C(=O)Nc2ccc(OC)cc2)sc2c1CCCC2,3,1.1,0.0,2
Cc1ccnc(NC(c2ccc3cccnc3c2O)c2c(F)cccc2Cl)c1 (stereo not drawn),13,0.2,-0.8,35*
OCCN1CCOCCOCCN(CCO)CCOCC1,10,0.3,0.3,3
CC(C)(C)c1ccc(C(=O)NCC(=O)OCC(=O)NC(=O)NC2CCCC2)cc1,4,0.9,0.1,0

# (list continues)
SMILES,MITF inh,GPR151 activ,FBW7 activator,TEAD-YAP block
Cc1ccc(NC(=O)c2sc3ncn(CC(=O)N4CCCCC4C)c(=O)c3c2C)c(Br)c1 (stereo not drawn),0,-1.0,-0.2,-11
CCc1ccc(C(=O)Nc2nncs2)cc1,-4,-1.8,0.1,-23
CCC(=O)N1CCN(c2ccc(Cl)cc2NC(=O)Cc2ccccc2)CC1,-6,-0.2,-0.2,-24
CC(=O)c1ccc(NC(=O)CSc2nnc(C34CC5CC(CC(C5)C3)C4)n2C)cc1,0,6.2*,-0.3,-23
CN(c1ccccc1)c1ccc(C=C2C(=O)NC(=S)NC2=O)cc1,8,0.0,0.1,5
C/C(CC(=O)Nc1cc(Cl)ccc1C)=N\NC(N)=O,8,-1.3,0.1,-4
Cc1ccc(C)c(N2C(=O)c3cccnc3C2=O)c1,35,0.6,-0.4,-1
CCCOC(=O)c1c(NC(=O)c2cc(-c3ccc(OC)cc3)nc3ccccc23)sc2c1CCCCC2,7,-0.6,0.0,-2
COc1cccc(-c2cc(CC(C)C)nc(N)c2C#N)c1,-15,-0.6,-0.3,-12
Cc1ccc(-c2c(C(=O)N3CCN(c4ccccc4)CC3)oc(=O)c3ccccc23)cc1,16,-1.4,1.1,-7
CC(C)CCNP1(=O)C=C(c2ccccc2)SC(c2ccccc2)=C1,5,-0.3,0.0,6
Cc1ccc(NS(=O)(=O)Cc2ccccc2)cc1C,-9,-0.7,-0.2,1
CCSc1ccccc1C(=O)Nc1nc(-c2ccc3c(c2)OCCO3)cs1,1,2.2,0.0,-11
Cn1cc(CN2CCCC(CNC(=O)c3ccc(-c4ccccc4)cc3)C2)cn1 (stereo not drawn),2,0.8,-0.1,-2
COc1ccc(C(=O)NCC2Cc3cccc(-c4ccncc4)c3O2)c(OC)c1OC (stereo not drawn),11,0.0,-0.2,-1
